# Assay outcomes: PubChem, Vanderbilt High Throughput Screening Facility
# Cav32 inh – Cav3.2 calcium influx blockers – cell-based, Fluo-4 calcium fluorescence, FDSS, MLSMR library, primary screen. Cav3.2-expressing cells; stronger effect = lower value. B-score at 10 µM. 100,000 tested, 4% active. Voltage-dependent T-type calcium channel subunit alpha-1H (Homo sapiens), O95180;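 active means single-dose well whose peak fluorescence ratio is a statistical outlier from its plate by either plate-standardised score or position-corrected B-score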
# An asterisk follows results filed as active. A portion of the library; rates above refer to the full screens.
SMILES	Cav32 inh
Cn1c(=O)c2c(nc(SCC(=O)O)n2Cc2cccc(C(F)(F)F)c2)n(C)c1=O	0.58
Cc1ccccc1-c1nc(CS(=O)(=O)CC(=O)NCCCN2CCCC2)c(C)o1	-0.68
O=C1CCc2cc(S(=O)(=O)N3CCN(c4cccc(Cl)c4)CC3)ccc2N1	-0.23
CC(C)N(Cc1nc(-c2ccccc2)no1)C(=O)C1CCCCC1	-2
CC(C)(C)SCCNC(=O)CN1C(=O)c2ccccc2S1(=O)=O	1.8
COc1ccc(C2C(C#N)=C(N)Oc3cc(C)n(Cc4ccco4)c(=O)c32)cc1 (stereo not given)	0.99
CCNC(=S)N/N=C/c1cc(Br)cc(Br)c1OC	-0.2
CCC1(CC)C(=O)NC(=O)NC1=Nc1cccc(OC)c1	0.061
O=C(OCC1O[C@@H](OC(=O)c2cc(O)c(O)c(O)c2)[C@@H](OC(=O)c2cc(O)c(O)c(O)c2)[C@@H](OC(=O)c2cc(O)c(O)c(O)c2)[C@@H]1OC(=O)c1cc(O)c(O)c(O)c1)c1cc(O)c(O)c(O)c1 (stereo not given in full)	0.67
CCn1ncc(C2=NOC(C(=O)NCC(C)C)C2)c1C (stereo not given)	-0.014
O=C(O)CCCC(=O)OCCCCc1cccs1	1.2
CS(=O)(=O)N(Cc1ccco1)Cc1ccccc1Cl	-0.42
COC(=O)CSc1nnc(-c2ccncc2)n1N	-1
CCOC(=O)N1CCN(C(=O)CSc2nnc(CNC(=O)c3c(F)cccc3Cl)o2)CC1	0.19
CN(C)S(=O)(=O)c1ccc(/C(O)=C2/C(=O)C(=O)N(Cc3cccnc3)C2c2ccco2)cc1 (stereo not given)	0.44
CC1CC(NC(=O)c2ncn[nH]2)CC(C)(C)C1 (stereo not given)	-1.2
CCCOP(=O)(c1ccc(N(C)C)cc1)C(O)c1ccccc1OC (stereo not given)	0.84
Cn1c(=O)c2c(nc(N3CCN(c4ccccn4)CC3)n2Cc2ccccc2Cl)n(C)c1=O	0.72
Cc1cc(NC(=O)COc2ncnc3sc(C)c(C)c23)no1	-0.047
CCC(=O)OC1CSc2nc3ccccc3n2C1 (stereo not given)	-0.61
CC(NC(=O)COc1ccc(/C=N/NS(=O)(=O)c2ccccc2)cc1)c1ccccc1 (stereo not given)	-1.4
CC(C)(C)c1ccc(OC2=CS(=O)(=O)c3ccccc32)cc1	-2.1
CCc1nnc(NC(=O)CSc2nnc(-c3ccoc3C)n2CC(C)C)s1	0.21
COc1cc(C2C(C#N)=C(N)Oc3n[nH]c(-c4ccccn4)c32)cc(OC)c1OC (stereo not given)	-1.9
Cc1cccc(Cn2c(N(C)CCO)nc3c2c(=O)[nH]c(=O)n3C)c1	-0.32

# The list continues:
SMILES	Cav32 inh
CC(C)CC(=O)NCCCN1CCN(CCCNC(=O)CC(C)C)CC1	0.41
O=C(CSc1nc2cc(Cl)ccc2s1)N1CCCc2ccccc21	-1.1
O=C(NCc1ccccc1)C1=C[C@H](c2ccc(Br)cc2)C[C@H](OCCCCO)O1	-0.41
O=C(Nc1ccccc1)c1ccc(S(=O)(=O)NCc2ccco2)cc1	-0.89
Cc1ccc(/C(N)=N/OC(=O)c2cccc(F)c2)cc1	0.01
COc1ccc(C2C3=C(CC(C)(C)CC3=O)Nc3cc4c(cc32)OCO4)cc1 (stereo not given)	-0.59
COC(=O)CNS(=O)(=O)c1ccc(Cc2ccc(S(=O)(=O)NCC(=O)OC)cc2)cc1	-1
COC(=O)c1cc(C(C)=O)n2ccccc12	1.2
CC1(C)Cc2c(C#N)c(OCC(=O)c3ccccc3)nc(-c3ccoc3)c2CO1	0.79
CC1(C)CC(=O)C(C=Nc2ccc(Cl)cn2)=C(O)C1	0.19
COc1ccccc1N(CC(=O)NCc1ccccc1)C(=O)CCC(=O)Nc1ccccn1	0.46
Cc1nc2c(C(=O)NCc3ccc(F)cc3)c[nH]n2c(=O)c1Cl	0.3
Cc1ccc(CO/N=C\Cc2snc(Sc3ncc(C(F)(F)F)cc3Cl)c2C#N)cc1	-1.8
O=C1C2C(C(=O)N1/N=C/c1cc([N+](=O)[O-])ccc1O)C1C=CC2C12CC2 (stereo not given)	-1.4
COc1ccc(NC(=O)Cn2nnc(-c3ccc(CN4CCOCC4)cc3)n2)c(OC)c1	-0.018
Cc1ccc(S(=O)(=O)N2CCC(C(=O)N[C@H](C(=O)NCC3CCCO3)C(C)C)CC2)cc1 (stereo not given in full)	-0.27
CN(C)c1ccc(CN2CCCCC2)cc1	0.46
COc1ccc(N=Cc2sc(O)c3ccccc23)cc1	-2.1
COc1ccc(Nc2oc(-c3ccccc3Cl)nc2C#N)cc1	-1.5
Cc1cc2oc(=O)cc(CN3CCC(C)CC3)c2c(C)c1Cl	-0.11
Cc1nc2c(C)cccn2c1/C(O)=C1\C(=O)C(=O)N(CCN(C)C)C1c1ccncc1 (stereo not given)	-0.14
CC(C)(C)C(=O)Nc1nc(-c2ccccc2)ns1	-0.58
CCCSc1nnc2n(N)c(=O)c3ccccc3n12	1.2
CC(C)(C)n1nc2c(c1NC(=O)c1ccc(S(=O)(=O)N3CCCCC3)cc1)CS(=O)C2 (stereo not given)	-0.014
CC1CN(C(=O)CN2C(=O)NC3(CCCCCC3)C2=O)CC(C)O1 (stereo not given)	0.1

# Next part
SMILES	Cav32 inh
Cc1cccc(N(CC(=O)N/N=C/c2ccc(OCC(=O)NCc3ccco3)cc2)S(C)(=O)=O)c1C	-0.56
CC(C)CC(CO)N1CCN(C(=O)c2ccc(Cl)cc2Cl)CCC1=O (stereo not given)	0.36
CC1=NOC(=O)/C1=C/c1ccc(N(C)C)cc1	-1.2
Cc1nc(-c2cnn(-c3ccccc3)c2)c2cc(C)oc2n1	-0.66
C/C=C/C=C/[C@H]1Cc2cc(O)cc(O)c2O1	0.1
Clc1ccc(OCc2nc(-c3ccncc3)no2)c(Cl)c1	-1.4
O=P(O)(O)c1ccccc1OCCOCCOc1ccccc1P(=O)(O)O	0.024
O=C(CN1C(=O)c2ccccc2C1=O)Nc1ccc(S(=O)(=O)NCC2CCCO2)cc1 (stereo not given)	-0.21
CC(NS(=O)(=O)c1ccc(F)cc1)C(=O)NCc1ccncc1 (stereo not given)	0.66
Clc1ccc(-c2noc(CCCOc3ccccc3)n2)cc1	0.33
Cc1cc(NS(=O)(=O)c2ccc(NC(=O)CCCOc3ccccc3)cc2)no1	-0.31
CCOC(=O)c1ccc(NC(=O)N2CCN(S(C)(=O)=O)CC2)cc1	0.71
O=C(CN1C(=O)C2CC=CCC2C1=O)Nc1nnc(SCc2ccc(F)cc2)s1 (stereo not given)	-1.5
CCOC(=O)c1c(NC(=O)c2ccc(Br)o2)sc2c1CCCC2	-0.038
c1ccc2c(c1)ccc1nnc(SCc3ccc4c(c3)OCO4)n12	-0.26
CCN(CC)CCCNc1cc2n(c(=O)n1)CCc1cc(OC)c(OC)cc1-2	0.35
Cn1cnnc1SCC(=O)NCCc1ccccc1	-0.35
CC(C)CC(=O)Nc1ccc(C(=O)Cn2nc(C(=O)O)c3ccccc3c2=O)cc1	-0.79
CCNC(=O)c1c(C)nc2ccccn12	0.26
COc1cc(S(=O)(=O)NCc2ccc3c(c2)OCO3)ccc1Cl	-1.3
COc1cc(O)c(C(CCN2CCCC(C)C2)c2ccc(N(C)C)cc2)c(OC)c1 (stereo not given)	0.65
Cc1ccc(-n2ncc(C#N)c2/N=C/N2CCCCCC2)cc1	-3.1
Cc1noc(C)c1COc1ccc(C(=O)OC(C)C(=O)Nc2ccc(N3CCOCC3)cc2)cc1 (stereo not given)	1.1
N#Cc1ccccc1NC(=O)c1ccccc1OCC(=O)NCc1ccco1	1.2
COc1cc(-c2nc(-c3cccc(C(F)(F)F)c3)no2)cc(OC)c1OC	-3.1

# 3 entries already listed, sorted by formula weight, smallest number first.
SMILES	Cav32 inh
CN(C)c1ccc(CN2CCCCC2)cc1	0.46
CCC(=O)OC1CSc2nc3ccccc3n2C1 (stereo not given)	-0.61
c1ccc2c(c1)ccc1nnc(SCc3ccc4c(c3)OCO4)n12	-0.26

# The list continues.
SMILES	Cav32 inh
O=C(Nc1nccs1)c1cn(-c2ccccc2)nc1-c1ccccc1	-2.8
O=Cc1cc2ccccc2nc1SCc1ccc(Cl)cc1	-1.2
CCOc1ccc(NC(=O)NCCN2C(C)CCCC2C)cc1 (stereo not given)	-3
CCOc1ccc(Br)cc1/C(C)=N\NC1=NCCN1	0.79
COc1ccc(Cn2nnc(C(=O)Nc3ccc(F)cc3)c2N)cc1	0.26
Cc1ccc(S(=O)(=O)N[C@@H](Cc2ccccc2)C(=O)CCl)cc1	-1.7
CCc1n[nH]c(=S)n1/N=C/c1ccc2c(c1)OCO2	0.7
CCc1noc(C)c1C(=O)Nc1nc(-c2ccc(Cl)cc2Cl)c(C)s1	0.022
CCC(=O)Nc1ccc(C(=O)CSc2nnc(-c3cccnc3)o2)cc1	0.35
C#CCOCCOCCOCCNc1nc(N2CCOCC2)nc(N2CCN(C(=O)[C@H]([C@@H](C)CC)n3cc([C@@H](N)CO)nn3)CC2)n1	0.45
CCOC(=O)c1nn(-c2ccccc2)c(=O)c(C#N)c1C	-0.61
Cn1c(C(=O)N2CCc3ccccc3C2)cc2oc3ccccc3c21	-0.3
Cc1ccc(C)c(OCCCC(C)(C)C(=O)O)c1	-0.97
Cc1[nH]n(CCC#N)c(=O)c1CC(=O)N1CCN(c2ccccc2)CC1	-0.61
OC(COCC1COc2ccccc2O1)CN1CCN(c2ccccn2)CC1 (stereo not given)	0.39
CCOC(=O)C1=C(N)n2c(s/c(=C\c3cccnc3)c2=O)=C(C(=O)OC)C1c1cccnc1 (stereo not given)	1.8
Oc1cccc(-c2nc3ccc4ccccc4c3c3c2CCC3)c1	-0.4
COc1cccc(-n2c(C)n[nH]c2=O)c1	0.63
CC(OC(=O)c1ccc2ccccc2n1)C(=O)Nc1ccc(N2CCOCC2)cc1 (stereo not given)	-0.42
CCOC(=O)N1CCC(NC(=O)c2cc(C(=O)Nc3ccc(OC)c(OC)c3)ccc2CO)CC1	0.39
O=C(Nc1ccccc1C(F)(F)F)N1CCN(c2ccc3nnc(-c4ccc(F)cc4)n3n2)CC1	0.73
Cc1ccc(C2C3=C(CCCC3=O)Nc3nc(SCC(=O)NCc4ccco4)[nH]c(=O)c32)cc1 (stereo not given)	0.16
O=C(Nc1ccccc1C(=O)N1CCOCC1)C1CCC(=O)N1C1CCCC1 (stereo not given)	0.85
CC(=O)CSc1nnc(-c2ccc3c(c2)OCO3)o1	1.4
CCOC(=O)c1c(NC(=O)c2cccs2)sc2c1CCCC2	-0.043

# A different layout for part of the listing above.
COc1cc(O)c(C(CCN2CCCC(C)C2)c2ccc(N(C)C)cc2)c(OC)c1 (stereo not given)
- Cav32 inh: 0.65
CC(NC(=O)COc1ccc(/C=N/NS(=O)(=O)c2ccccc2)cc1)c1ccccc1 (stereo not given)
- Cav32 inh: -1.4
CCOC(=O)c1ccc(NC(=O)N2CCN(S(C)(=O)=O)CC2)cc1
- Cav32 inh: 0.71
Cn1cnnc1SCC(=O)NCCc1ccccc1
- Cav32 inh: -0.35

# Other results:
SMILES	Cav32 inh
CN(C)c1ccc(CN(C(=O)COc2ccccc2)C2CCS(=O)(=O)C2)cc1 (stereo not given)	1.7
CC(C)CCn1c(Cl)nc2c1c(=O)n(C)c(=O)n2C	-1.8
Cc1nn(Cc2c(Cl)cccc2Cl)c(C)c1NC(=O)/C=C/c1cnn(C)c1C	1.5
O=C(NCC1CCCO1)c1ccc2c(c1)S(=O)(=O)c1ccccc1C2=O (stereo not given)	0.86
CCCNC(=O)Cn1cnc2sc(C(=O)N3CCCC(C(=O)OCC)C3)c(C)c2c1=O (stereo not given)	0.55
Brc1ccc(-c2nn3c(Cc4ccccc4)nnc3s2)o1	-0.37
Nc1nnc(SCC(=O)NCCOc2ccccc2)s1	-0.61
COc1ccc(C(=O)Nc2cccc(C(C)=O)c2)c(OC)c1OC	-1.6
Cc1c(C(=O)O)sc2nc3n(c(=O)c12)CCCCC3	0.47
Cc1cc(-c2ccccc2)nc2cc(C(=O)N(Cc3ccccc3)Cc3ccccc3)nn12	-0.37
COc1ccc2cc3cc(C(=O)Nc4cc(OC)c(OC)c(OC)c4)oc3nc2c1	0.062
COC(=O)c1onc(-c2c(C)cc(C)cc2C)c1C(=O)OC	0.73
CCCN1C2CCCC1CC(NC(=S)Nc1cc(C)ccc1C)C2 (stereo not given)	0.072
Cc1cc(C)cc(NC(=O)c2cccn2-c2ncc(C(F)(F)F)cc2Cl)c1	-2.9
O=S(=O)(NCc1cccnc1)c1ccc(Cl)s1	-0.26
COC(=O)Nc1ccc2c(c1)N(C(=O)CCN1CCN3CCCC3C1)c1ccccc1S2 (stereo not given)	0.63
COCC(C)NC(=O)c1ccc(Cl)c(Cl)c1 (stereo not given)	-0.37
CSc1sc(C)cc1C1C(C#N)=C(N)N(c2cccnc2)C2=C1C(=O)CCC2 (stereo not given)	0.99
Cc1ccc(S(=O)(=O)N2CCN(Cc3nc4ccccc4[nH]3)CC2)cc1C	-5.2
C=CC(C)(C)c1[nH]cnc1/C=C1\NC(=O)C(C(C)C)NC1=O (stereo not given)	0.81
O=C(CC12CC3CC(C1)CC(CC(=O)NC1=NCCS1)(C3)C2)NC1=NCCS1	0.68
Cc1cccc(NC(=S)NN2CCOCC2)c1C	-0.37
COC(=O)c1ccc(Cn2cnc3c(cnn3-c3ccc(F)cc3)c2=O)o1	-0.11
Nc1ccc2ncccc2c1	-0.02
